Assay outcomes deposited in PubChem by National Center for Advancing Translational Sciences (NCATS).
Pol iota inh: blocks human DNA polymerase iota activity | actives 1% (n = 390,000) | Potency, µM (doses to about 115 µM), inactives show at the highest dose activity, negative = inhibition, actives largely listed as inhibitors | Q9UNA4 | Pol iota fluorescent replication assay, 10 min | AID 588590
Target sequence (Q9UNA4 whole entry, looked up): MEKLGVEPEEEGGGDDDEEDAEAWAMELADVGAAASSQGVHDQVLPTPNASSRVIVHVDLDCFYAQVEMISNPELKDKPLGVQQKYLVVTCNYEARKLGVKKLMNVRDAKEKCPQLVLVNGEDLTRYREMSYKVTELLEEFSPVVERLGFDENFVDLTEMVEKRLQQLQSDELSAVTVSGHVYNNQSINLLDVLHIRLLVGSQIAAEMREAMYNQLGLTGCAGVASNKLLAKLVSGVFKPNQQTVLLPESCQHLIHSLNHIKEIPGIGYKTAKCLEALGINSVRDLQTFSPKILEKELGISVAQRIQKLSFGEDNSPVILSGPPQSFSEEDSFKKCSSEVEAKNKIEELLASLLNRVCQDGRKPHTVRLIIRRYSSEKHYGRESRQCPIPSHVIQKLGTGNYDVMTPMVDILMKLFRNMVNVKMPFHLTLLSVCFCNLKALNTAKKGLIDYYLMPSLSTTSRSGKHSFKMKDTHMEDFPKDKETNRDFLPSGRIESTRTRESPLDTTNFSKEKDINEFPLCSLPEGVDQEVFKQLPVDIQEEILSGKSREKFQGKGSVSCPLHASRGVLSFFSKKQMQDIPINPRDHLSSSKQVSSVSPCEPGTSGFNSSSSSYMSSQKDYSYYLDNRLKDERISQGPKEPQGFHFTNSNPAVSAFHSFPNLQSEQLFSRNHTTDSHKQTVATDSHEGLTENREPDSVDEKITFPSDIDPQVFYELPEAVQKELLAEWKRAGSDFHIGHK
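Fluorescent replication assay read twice, at 0 min and 10 min after adding 50 nM (final) substrate. Enzyme (10 nM) and compounds were first incubated 15 min at room temperature; enzyme-free buffer wells were negative controls.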
Anesthetic bind: candidate novel general anesthetic via apoferritin binding; P02791; apoferritin/1-aminoanthracene competitive binding, fluorescence; Potency, µM (highest dose often 77.5 µM), without a hit: at the highest dose activity change, negative = displacement, most hits filed as inhibitors; actives 0.074% (n = 350,000); AID 485281; further: on the % scale 0 is the no-effect control and ±100 the full control effect; nearly all actives have a fitted effect of over 20% in size
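Steps: apoferritin (10 uM) was premixed with half-saturated 1-AMA in PBS, compounds were pin-transferred, plates stood 10 min at room temperature, fluorescence was read at 380/535 nm, and curves were fitted with a Hill equation.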
G9a inh: blocks human histone lysine methyltransferase G9a. Q96KQ7. AID 504332. Potency, µM (doses to about 102 µM), inactives show at the top dose activity, negative = inhibition, actives largely listed as inhibitors. G9a H3K9 monomethylation, AlphaScreen, 2 h. actives 8.8% (n = 350,000); further: on the % scale 0 is the no-effect control and ±100 the full control effect; nearly all actives have a fitted effect of over 75% in size
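Signal arises when biotinylated H3K9 peptide, once monomethylated, bridges streptavidin donor and antibody-captured acceptor beads. Enzyme at 20 nM was preincubated 15 min with test compounds; peptide 500 nM and SAM 20 uM then reacted for 2 h.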
BLM inh: inhibitors of human Bloom syndrome helicase BLM; actives 0.2% (n = 350,000); recombinant BLM DNA unwinding, fluorescence dequenching; Potency, µM (titrated, usually from 56.1 µM), inactives show at the highest dose activity change, negative = inhibition, hits mostly inhibitors;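 further: plate controls were vehicle for no effect and no enzyme for full effect; nearly all actives have a fitted effect of over 35% in size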
POLB inh: inhibitors of human DNA polymerase beta. actives 1.3% (n = 340,000). Pol beta primer extension/strand displacement, fluorescence kinetic. Potency, µM (series often up to 114 µM), without a hit: top-dose activity change, negative = inhibition, hits mostly inhibitors. P06746. AID 485314; further: on the % scale 0 is the no-effect control and ±100 the full control effect
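Human Pol beta at 10 nM; strand-displacement substrate 50 nM final. Compound exposure 15 min at room temperature before start, reaction 10 min at room temperature.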
Pol eta inh: DNA polymerase eta (human) inhibition | AID 588591 | actives 1.2% (n = 390,000) | Potency, µM (top dose mostly 114 µM), without a hit: top-dose activity change, negative = inhibition, most hits filed as inhibitors | recombinant Pol eta, fluorescent DNA replication assay | Q9Y253; further: on the % scale 0 is the no-effect control and ±100 the full control effect
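Pol eta at 10 nM preincubated with compounds 15 min at room temperature; reaction started with fluorescent substrate (50 nM final) and read kinetically at 0 and 10 min.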
APE1 inh: blocks human APE1 abasic DNA cleavage; actives 0.35% (n = 350,000); P27695; recombinant APE1, TAMRA/BHQ-2 abasic DNA cleavage fluorescence; Potency, µM (doses to about 65.8 µM), inactives show at the top dose activity change, negative = inhibition, most hits filed as inhibitors; AID 2517;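 further: plate controls were vehicle for no effect and reference inhibitor for full effect; nearly all actives have a fitted effect of over 55% in size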
Target sequence (P27695 whole entry, looked up): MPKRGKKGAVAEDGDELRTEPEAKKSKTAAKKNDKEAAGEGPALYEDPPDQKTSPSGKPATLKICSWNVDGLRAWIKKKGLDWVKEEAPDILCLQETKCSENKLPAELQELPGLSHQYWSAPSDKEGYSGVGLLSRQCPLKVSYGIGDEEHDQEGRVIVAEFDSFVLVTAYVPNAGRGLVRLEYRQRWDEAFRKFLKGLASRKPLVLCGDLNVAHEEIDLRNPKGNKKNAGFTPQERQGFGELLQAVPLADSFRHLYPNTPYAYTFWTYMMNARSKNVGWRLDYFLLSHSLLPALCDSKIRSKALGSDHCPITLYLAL
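APE1 at 0.75 nM final was preincubated with compound 15 min at room temperature, then 50 nM double-stranded THF abasic-site substrate (5'-TAMRA/3'-BHQ-2) was added. Fluorescence (ex 525/em 598 nm) was read kinetically; third-minus-first read gave activity.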
BAZ2B block: inhibitors of human BAZ2B bromodomain | Q9UIF8 | AlphaScreen BAZ2B-H3K14Ac peptide displacement | Potency, µM (titrated, usually from 114 µM), inactives show top-dose activity change, negative = inhibition, hits mostly inhibitors | actives 4.4% (n = 360,000) | AID 504333; further: on the % scale 0 is the no-effect control and ±100 the full control effect; nearly all actives have a fitted effect of over 60% in size
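Compounds, titrated to a top concentration of 110 uM, were incubated 30 min at room temperature with preformed BAZ2B/acetyl-K14 H3 peptide complex (50 nM each). Proximity signal was measured by AlphaScreen after 20 min with beads.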
POLK inh: DNA polymerase kappa (human) inhibition; actives 0.53% (n = 400,000); Potency, µM (highest dose often 107 µM), for the others: at the highest dose activity, negative = inhibition, hits mostly inhibitors; purified Pol kappa, fluorescent DNA synthesis assay, 10 min; further: on the % scale 0 is the no-effect control and ±100 the full control effect
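Readout: fluorescence, taken kinetically at 0 and 10 min. Conditions: 10 nM Pol kappa, 15 min RT compound preincubation, 50 nM substrate final. Controls: enzyme-free buffer wells.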
An asterisk follows results filed as active; ? = inconclusive; . = not tested or not shown; & = joins results of further samples; [ ] = dose if it differs, or a comment. The call rests on the fitted dose curve; in most records, active means well fitted curve in the direction sought with a large enough effect; inconclusive means small, poorly fitted or top-dose-only effect, or another doubt; inactive means no such curve, though single readings can be large; an effect the other way counts as inactive or inconclusive. Potency means the concentration at half of the fitted maximal effect. The list is partial. The share of hits here may be higher or lower than overall.

Values run as follows: Pol iota inh, Anesthetic bind, G9a inh, BLM inh, POLB inh, Pol eta inh, APE1 inh, BAZ2B block, POLK inh
CCN(CC)S(=O)(=O)c1ccc2c(c1)nc(SCC(N)=O)n2-c1ccc(OC)cc1
 : 8%, -21%, -5%, -5%, 9%, -17%, -2%, ?, -8%
CCOc1ccc(C(C(=O)NC2CCCC2)N(CCOC)C(=O)CNC(=O)c2ccco2)cc1 (configuration not stated)
 : 159%[activator], 1%, -10%[59 µM], 3%, -12%, -4%, 6%[12.4 µM], 1%, 0%
COc1cc(CCC(=O)N2CCN(S(=O)(=O)c3ccc(C)cc3)CC2)cc(OC)c1OC
 : 44%[activator], ., 24%[2.33 µM], ., ., 5%, -9%, -5%, -9%
C=C(C)CSc1nnc(CCCCCNC(=O)OC(C)(C)C)o1
 : 19%, -11%, 4%, -1%, 15%, -6%, -2%, 0%, -8%
CCOC(=O)c1c(NC(=S)Nc2ccccc2)sc2c1CCN(C)C2
 : ?, ?, 45µM*, 52%[activator], 16%, -5%, -4%, -36%, -14%
CCC/C(O)=C1\C(=O)CCCC1=NCCc1c(C)[nH]c2ccc(OC)cc12
 : -17%, -3%, 0%[59 µM], -3%, -3%, 0%, 7%, ?, 1%
O=C(COCc1cc(-c2cccs2)on1)NCc1ccccc1Cl
 : -4%, -20%, 1%[59 µM], -2%, 1%, -8%, ., 6%, -6%
O=C(NCCOc1ccccc1)c1ccccc1NC(=O)C1CCCO1 (configuration not stated)
 : 8%, -7%, -10%[12.7 µM], -8%, 24%, -5%, 1%, -8%, -1%
CC1(C)[C@@H]2CC[C@@]1(C)C(=O)C2
 : ., 4%, 30%[59 µM], 5%&-10%, ., ., 10%&2%&-3%, ., -8%[19.4 µM]
CCCNc1ncnc2sc(C)c(C)c12
 : 6%, -6%, 6%[12.7 µM], 1%, -25%, -10%, 1%, 1%, 1%
COc1cc2sc3cc(NCC[C@@H]4CCCN4C)ccc3c(=O)c2cc1OC
 : ?, ., ., ., ., ?, ?, ., ?
COc1ccc(NC(=O)C2CCN(C(=O)c3sc4nc[nH]c(=O)c4c3C)CC2)c(OC)c1
 : -1%, -6%, 11%[59 µM], -4%, -24%, 7%, ., 2%, -1%[60.1 µM]
COc1cc(C2NC(=O)CCC2[N+](=O)[O-])c(OC)cc1Br (configuration not stated)
 : 14%, -7%, 6%, 3%, 29%, -5%, 15%, 2%, -9%
COc1ccnc(Oc2ccccc2)c1C(N)=O
 : 71%[activator], -3%, ., -2%, 49%, -3%, -64%, -34%, -2%
CCCC(=O)N1CC(=O)Nc2ccc(F)cc2C1c1ccccc1 (configuration not stated)
 : -28%, -7%, -6%, 1%, 1%, -12%, 4%, 1%, -2%
Cc1ccc(C(=O)Nc2ccncc2)cc1S(=O)(=O)N1CCOCC1
 : 5%, -4%, ., 2%, -20%, 11%, -27%, -8%, -20%
Nn1c(Nc2ccccc2)nc2ccccc2c1=O
 : -7%, -7%, 12%[59 µM], -3%, 10%, -12%, -2%, 5%, 6%
CN(C)C(=O)c1ccc(NC(=O)c2cccc(S(=O)(=O)N3CCCCCC3)c2)cc1
 : 7%, ., 15%[12.7 µM], ., ., -10%, 43%, 0%, -3%
O=[N+]([O-])c1cccc(/C=N\N2CCN(Cc3ccccc3Cl)CC2)c1
 : -4%, -5%, 10µM*, -3%, 7%, 7%, 0%, 35µM*, -11%
COc1cc(NC(=O)c2ccno2)cc(C(=O)Nc2cccc(C(F)(F)F)c2)c1
 : 10%, -23%, -7%[59 µM], -11%, -8%, -17%, -8%, -13%, -9%
CC(=O)c1ccc(NC(=O)Cn2c(=O)nc(-c3ccccc3)c3cc(Cl)ccc32)cc1
 : -10%, 4%, 17%[59 µM], -2%, 4%, 1%, ., -16%, -13%[60.1 µM]
Clc1ccc(OCc2nc(-c3ccncc3)no2)c(Br)c1
 : -1%, -16%, 30%, -5%, -17%, -4%, -7%, 39%, -3%
Nn1c(SCc2cccc(F)c2)nnc1-c1cccnc1
 : 77%[activator], -3%, 26%, 3%, -23%, -6%, -8%, -3%, 1%
CCOC(=O)c1scc(-c2ccccc2)c1S(=O)(=O)Nc1ccccc1OC
 : -3%, -2%, 14µM*, -4%, -2%, -26%, ., ?, -13%
CN(C)/C=C/C(=O)c1cnc(-c2cccc(Cl)c2)s1
 : -8%, ?, -49%, -3%, ?, -10%, 0%, ?, 3%
COc1cc(OC)c(-c2sc(Nc3ccccc3)n[n+]2-c2ccc(F)cc2)cc1OC
 : -13%, -8%, -21%, 0%, -5%, -2%, 10%, -7%, -8%
COC(=O)c1cc(OC)c(OC)cc1NC(=O)c1c(-c2ccccc2Cl)noc1C
 : 2%, -15%, -11%[59 µM], -11%, 2%, -16%, -5%, ., -19%
CCC1(CC)NC(=O)N(CC(=O)OC(C)C(=O)Nc2cc([N+](=O)[O-])ccc2OC)C1=O (configuration not stated)
 : 9%, -12%, ., -5%, 34%, -11%, 3%, -3%, -18%
O=C(NCCNC(=O)c1cc(Cl)ccc1Cl)c1ccco1
 : -1%, 4%, 0%, -1%, 1%, -22%, 11%, -1%, 6%
O=C(NC1CCCCC1)c1ccc(Cn2c(SCc3cccc(F)c3)nc3cccnc32)cc1
 : 11%, -17%, -15%[59 µM], -7%, -9%, -3%, ., -2%, -3%

With a hit mark in G9a inh, of those listed so far:
Values run as follows: Pol iota inh, Anesthetic bind, G9a inh, BLM inh, POLB inh, Pol eta inh, APE1 inh, BAZ2B block, POLK inh
CCOC(=O)c1c(NC(=S)Nc2ccccc2)sc2c1CCN(C)C2
 : ?, ?, 45µM*, 52%[activator], 16%, -5%, -4%, -36%, -14%
O=[N+]([O-])c1cccc(/C=N\N2CCN(Cc3ccccc3Cl)CC2)c1
 : -4%, -5%, 10µM*, -3%, 7%, 7%, 0%, 35µM*, -11%
CCOC(=O)c1scc(-c2ccccc2)c1S(=O)(=O)Nc1ccccc1OC
 : -3%, -2%, 14µM*, -4%, -2%, -26%, ., ?, -13%

Sorted by length of the SMILES (rising): four of the compounds above.
Values run as follows: Pol iota inh, Anesthetic bind, G9a inh, BLM inh, POLB inh, Pol eta inh, APE1 inh, BAZ2B block, POLK inh
Nn1c(SCc2cccc(F)c2)nnc1-c1cccnc1
 : 77%[activator], -3%, 26%, 3%, -23%, -6%, -8%, -3%, 1%
COC(=O)c1cc(OC)c(OC)cc1NC(=O)c1c(-c2ccccc2Cl)noc1C
 : 2%, -15%, -11%[59 µM], -11%, 2%, -16%, -5%, ., -19%
CC(=O)c1ccc(NC(=O)Cn2c(=O)nc(-c3ccccc3)c3cc(Cl)ccc32)cc1
 : -10%, 4%, 17%[59 µM], -2%, 4%, 1%, ., -16%, -13%[60.1 µM]
CCC1(CC)NC(=O)N(CC(=O)OC(C)C(=O)Nc2cc([N+](=O)[O-])ccc2OC)C1=O (configuration not stated)
 : 9%, -12%, ., -5%, 34%, -11%, 3%, -3%, -18%

The list continues:
Values run as follows: Pol iota inh, Anesthetic bind, G9a inh, BLM inh, POLB inh, Pol eta inh, APE1 inh, BAZ2B block, POLK inh
COc1cc(CN2CC(=O)N(c3ccc(C)c(C)c3)C2=S)cc(OC)c1OC
 : 18%, 6%, -26%, -3%, 10%, -13%, 10%, -4%, -11%
CNc1ccc(NC(C)=O)cc1[N+](=O)[O-]
 : 7%, -2%, -50%, 1%, 4%[57.1 µM], -7%, -6%, -23%, -12%
CN(CCc1ccccn1)C(=O)CC1C(=O)NCCN1Cc1ccccc1C(F)(F)F (configuration not stated)
 : 165%[activator], -3%, ?, -6%, -1%, -22%, 10%, -11%, -2%
CC(=O)NC(CC(=O)c1ccc([N+](=O)[O-])cc1)C(Cl)(Cl)Cl (configuration not stated)
 : 19%, -2%, 2%[59 µM], -12%, -9%, -18%, 5%, 8%, -4%
COCC(=O)NCc1ccc2c(c1)OCO2
 : 23%, -3%, 0%, -3%, -6%, 2%, 2%, 9%, -8%
CCOc1ccc(CNC(=O)Cn2nc(C)c3sc4ccccc4c3c2=O)cc1
 : 13%, 37%[activator], -1%[59 µM], -8%, 89µM*, -12%, ., -7%, -12%
CC1=NOC(=O)/C1=C/c1ccc(-c2ccc(Cl)cc2)o1
 : ., ?, 4.5µM*, 5%, ?, ., -2%, ?, .
CCCCCCCCn1cc(C(C)=O)c(=O)[nH]c1=O
 : 27%, -12%, 29%, -4%, 13%, 2%, 2%, -3%[57.1 µM], -9%
CCN(CC)S(=O)(=O)c1ccc(C(=O)Nc2ccc(OCC(=O)N3CCOCC3)cc2)cc1
 : -7%, -17%, 0%[59 µM], -9%, 21%, -7%, 0%, ., 4%
CS(=O)(=O)c1ccc(Cl)c(NC(=O)c2cccc(-n3cnnn3)c2)c1
 : 7%, ., ?, ., ., -12%, 31%, -2%, -13%
CCOC(=O)CSc1nc2cc(C(=O)NCc3ccco3)ccc2c(=O)n1C1CCCCC1
 : 5%, 6%, -4%[59 µM], 0%, 0%, 5%, -15%, -6%, -10%
COc1ccc(N(C)C(=O)c2cn(CC(C)C)c(=O)c3cc(OC)c(OC)cc23)cc1
 : -13%, -10%, 4%, -2%, 11%, -10%, 15%, -6%, 6%
COc1ccc(Nc2ncnc3ccc([N+](=O)[O-])cc23)c(OC)c1
 : 127%[activator], -16%, -3%, -6%, 16%, -4%, -8%, ?, 0%
